SENP1 FRET inh = blocks the human SENP1 SUMO protease catalytic domain; Q9P0U3; recombinant SENP1 catalytic domain, CyPet-SUMO1-YPet FRET cleavage; inhibition, % at 10 µM; 0.21% of 360,000 active; AID 624204;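 active = inhibition at least 30% at 10 µM, raw YFP signal under a set limit, fluorescence ratio 0.5 to 1.5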;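 also: 0% = enzyme with DMSO and 100% = no enzyme wells; some results filed as inactive read as strong as hits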
Target sequence (Q9P0U3 419-644 limits assumed): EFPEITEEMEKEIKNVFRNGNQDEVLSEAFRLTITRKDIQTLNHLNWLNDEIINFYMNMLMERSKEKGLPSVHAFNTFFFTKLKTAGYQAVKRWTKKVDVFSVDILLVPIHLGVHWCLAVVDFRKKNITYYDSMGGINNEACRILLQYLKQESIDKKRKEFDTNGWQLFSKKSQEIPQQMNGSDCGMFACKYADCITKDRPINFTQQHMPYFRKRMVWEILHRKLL
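Assay system – human recombinant His6-tagged SENP1 catalytic domain enzyme · Input – SENP1 enzyme, 20 pM final · Buffer or medium – Tris pH 8 buffer plus EDTA, NaCl, BME, BSA, NP40, catalase · Schedule – 50 min reaction at room temperature · Technique – FRET read of cyan and yellow fluorescence · Control set – no-enzyme wells low, DMSO-plus-enzyme wells high control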
SENP8 block = blocks human SENP8 cleavage of Nedd8 substrate | Q96LD8 | recombinant SENP8, Nedd8 substrate fluorescence | inhibition, % at 20 µM | 0.64% of 360,000 active | AID 602440; in the data active = inhibition mostly above about 40%, no sharp cut-off; inactive = mostly below about 27%
Target sequence (Q96LD8 whole entry, looked up): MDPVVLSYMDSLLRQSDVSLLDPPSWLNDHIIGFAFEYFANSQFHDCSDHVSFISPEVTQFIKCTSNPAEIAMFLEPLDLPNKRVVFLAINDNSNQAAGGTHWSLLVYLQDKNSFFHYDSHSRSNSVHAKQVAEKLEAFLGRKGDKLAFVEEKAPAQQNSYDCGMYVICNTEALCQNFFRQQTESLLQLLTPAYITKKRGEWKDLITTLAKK
Active calls of the source: *; i = inactive. A portion of the library; rates above refer to the full screens.

Structure,SENP1 FRET inh,SENP8 block
CCC1Nc2ncnc(N3CCc4ccccc4C3)c2N(Cc2ccc(Br)cc2)C1=O (configuration not stated),-1,-5
CN1C(=O)[C@H]2[C@@H](c3ccc(C(F)(F)F)cc3)N[C@]3(CCCN(Cc4ccc(C(F)(F)F)cc4)C3=O)[C@H]2C1=O,2,6
CC(=O)c1cccc(-c2ccnc3c2CC(C(=O)Nc2ccc(C(C)C)cc2)O3)c1 (configuration not stated),1,19
CC(NC(=O)CSC(=S)N(C)C)C12CC3CC(CC(C3)C1)C2 (configuration not stated),2,20
COc1cccc(CNc2nc3cc(-c4ccccc4C)sc3c(=O)n2C)c1OC,0,-35
COc1ccc(-n2cnnc2SCC(=O)NC2CC2)cc1,1,16
CC(C)(C)c1ccc(C(O)c2ncc(-c3ccccc3)[nH]2)cc1 (configuration not stated),-3,1
COC(=O)C[C@@H]1C=C[C@@H](NC(=O)C2CCC2)[C@@H](CO)O1,0,20
COC(=O)CC(CC(=O)OC)n1cccc1,2,12
CC1(C)CC[C@]2(C(=O)O)CC[C@]3(C)C(=CCC4[C@]56CC[C@@](O)(OC5)C(C)(C)C6CC[C@]43C)C2C1 (some centres not stated),3,11
CCOc1ccc(CN(C)C(=O)Cc2c[nH]c3ccccc23)cc1,-2,15
CCCCOc1ccc(SCCCN2CCOCC2)cc1,1,14
COc1ccc(Cc2c(-c3ccco3)nc3ccc(Br)cn23)c(C)c1,7,-10
CC1(C(=O)NCc2ccc(Cl)cc2)CCN1C(=O)Cc1cccs1 (configuration not stated),0,11
CCOC(=O)c1ccc[n+]([O-])c1,4,6
CCCCCNC(=O)C(c1ccncc1)n1c(=O)c(-c2ccccc2)nc2ccccc21 (configuration not stated),-2,-358
NC(Cc1ccc(F)cc1)c1csc(Nc2ccc(S(N)(=O)=O)cc2)n1 (configuration not stated),-1,-65
O=C(CN1CCN(S(=O)(=O)c2ccc3c(c2)OCCCO3)CC1)N1CCc2ccccc21,4,17
Cc1cccc(N=C2NC(=O)/C(=C/C=C/c3ccco3)S2)c1C,0,11
Cc1nn(CC(=O)Nc2cccc(O)c2)c(=O)c2ccccc12,0,14
CCN(CC(=O)Nc1ccc(NC(C)=O)cc1)C(=O)c1cccc(N2C(=O)c3ccccc3C2=O)c1,1,8
CC1(C)CC(=O)C(Br)=C(O)C1,0,9
CCCCNc1c(CCc2ccccc2)nc2nc(C)cc(C)n12,-44,-67
COc1ccc(-c2nc3c(Cl)cc(C(F)(F)F)cn3c2Cc2ccsc2)cc1OC,-15,-384
COc1ccccc1Nc1nc(-c2c(C)[nH]c3ccccc23)cs1,-26,-360
COc1cccc(-c2cnc(C(O)c3cc(F)cc(Cl)c3)[nH]2)c1 (configuration not stated),0,14
COc1ccc(Cl)c(-c2cc(C(=O)Nc3ccccc3)[nH]n2)c1,-2,15
COc1cccc(-c2nc(CN3CCN(C(=O)c4ccco4)CC3)c(C)o2)c1OC,-6,-7
Cc1ccccc1-c1cnc2c(c1)C(=O)N([C@@H](C)CO)C[C@@H](C)[C@H](CN(C)Cc1ccccc1F)O2,0,8
C#Cc1cccc(Nc2nc(NCc3ccccc3)nc3ccsc23)c1,-5,-393
COc1cccc(NC(=O)C2(C)CCCN2C(=O)C(C)C)c1OC (configuration not stated),5,10
NNC(=O)c1ccc2ccccc2n1,0,6
O=[N+]([O-])c1ccc(C=NN2CCNC2=S)o1,1,29
COC(=O)[C@]12CCCCC=C1N(Cc1ccc(Cl)cc1Cl)C(=O)[C@H](CC(=O)N1CCSCC1)C2,1,8
CC(=O)Oc1ccc(C2=Cc3ccc(OC(C)=O)cc3OC2C)cc1 (configuration not stated),-113,-269
COc1ccc([N+](=O)[O-])cc1N(CC(O)CN1C(=O)NC(C)(C)C1=O)S(=O)(=O)c1ccc(C)cc1 (configuration not stated),3,8
CC(C)N1CC2(CC(c3ccccc3C(F)(F)F)=NO2)CN1C(=O)c1ccco1 (configuration not stated),3,2
CCCCCCCCC(=O)c1c(OC)oc(C=O)cc1=O,-35,-230
COc1cccc(C(C)(O)c2nc(-c3ccc(N(C)C)cc3)cs2)c1 (configuration not stated),6,8
CC(C)c1ccc(C(C(C(=O)c2ccccc2)N2CCOCC2)N2CCOCC2)cc1 (configuration not stated),2,0

Arranged by molecular weight (low to high): twelve of the compounds above.
Structure,SENP1 FRET inh,SENP8 block
NNC(=O)c1ccc2ccccc2n1,0,6
CC1(C)CC(=O)C(Br)=C(O)C1,0,9
O=[N+]([O-])c1ccc(C=NN2CCNC2=S)o1,1,29
CCCCNc1c(CCc2ccccc2)nc2nc(C)cc(C)n12,-44,-67
COc1ccc(Cl)c(-c2cc(C(=O)Nc3ccccc3)[nH]n2)c1,-2,15
COc1cccc(-c2cnc(C(O)c3cc(F)cc(Cl)c3)[nH]2)c1 (configuration not stated),0,14
COc1cccc(NC(=O)C2(C)CCCN2C(=O)C(C)C)c1OC (configuration not stated),5,10
CC(=O)Oc1ccc(C2=Cc3ccc(OC(C)=O)cc3OC2C)cc1 (configuration not stated),-113,-269
COc1cccc(C(C)(O)c2nc(-c3ccc(N(C)C)cc3)cs2)c1 (configuration not stated),6,8
C#Cc1cccc(Nc2nc(NCc3ccccc3)nc3ccsc23)c1,-5,-393
COc1ccc(-c2nc3c(Cl)cc(C(F)(F)F)cn3c2Cc2ccsc2)cc1OC,-15,-384
COC(=O)[C@]12CCCCC=C1N(Cc1ccc(Cl)cc1Cl)C(=O)[C@H](CC(=O)N1CCSCC1)C2,1,8

New compounds follow.
Structure,SENP1 FRET inh,SENP8 block
CCC(C)C(CO)NCCCn1ccc(NC(=O)OCc2ccccc2)nc1=O (configuration not stated),-3,13
N#Cc1ccc(NC(=O)Nc2cccc(C#N)c2)cc1,1,5
C[C@@H](CO)NC(=O)c1nc[nH]c1C(=O)N[C@H](C)c1ccccc1,-1,12
O=C1NC[C@@H](Cc2ccc(O)cc2)N(CCc2cc(C(F)(F)F)cc(C(F)(F)F)c2)C1=O,-1,10
CCOC(=O)c1sc(-c2ccccc2)cc1NC(=O)Nc1ccccc1,1,-204
CC(=O)Nc1cccc(-c2ccnc3c2CC(C)(C(=O)NCc2ccco2)O3)c1 (configuration not stated),1,1
CC(C)C(NC(=O)OCc1ccccc1)C(=O)NC(Cc1c[nH]c2ccccc12)C(=O)O (configuration not stated),0,-2
COc1cc(CNc2ncnc3c2ncn3[C@H]2CN(Cc3cccs3)C[C@@H](CO)O2)cc(OC)c1OC,0,21
COc1ccc(CCN(C)CC(O)COC(c2ccc(F)cc2)c2ccc(F)cc2)cc1OC (configuration not stated),-6,15
COc1ccc(-c2nc3ccc(Br)cn3c2CC(C)(C)C)cc1OC,-1,15
CC(C)(C)NC(=O)C(c1ccc(-c2ccccc2)cc1)n1c(=O)c(-c2ccccc2)nc2ccccc21 (configuration not stated),-1,-413
CCOC(=O)C1CCNC(=O)C1=O (configuration not stated),5,13
CC1(C(=O)O)CCCN1C(=O)c1ccccc1OC(F)(F)F (configuration not stated),0,15
Cc1ccc(NC(=O)CC2Nc3ccccc3NC2=O)cc1Cl (configuration not stated),-28,-400
O=Nc1c(O)c2ccccc2c2ccccc12,-3,16
CCOC(=O)C1CCN(C(=O)COC(=O)c2cccc(NS(=O)(=O)c3ccccc3)c2)CC1,0,1
CCCCCCN1C[C@@H](n2cc(C3CC3)nn2)[C@H](O)C[C@@H]1c1ccc(OC)cc1,-4,-12
Cn1c(=O)c2cc(NC(=O)CCc3cccnc3)ccc2n1Cc1ccc(F)cc1,4,i
CC1(C(=O)NS(=O)(=O)c2ccccc2)CCN1C(=O)C1(c2ccc(Cl)cc2)CCC1 (configuration not stated),1,11
CC(C)CNC(=O)C1(C)CCCN1Cc1ccccc1OC(F)F (configuration not stated),2,6
CCOC(=O)Nc1ccc2c(c1)C(=NNC(=S)NC)c1ccccc1-2,9,36
O=C(NCc1ccccc1)c1cccc(NC(=O)C2CCCC2)c1,1,2
CN(C(=O)CSc1nncn1C)C1CCCN(Cc2ccccc2F)C1 (configuration not stated),-3,2
CC(C)(C)n1nnnc1C(c1ccnc2ccccc12)N1CCN(C/C=C/c2ccccc2)CC1 (configuration not stated),-2,-15
COc1cccc(C(=O)CSc2nnc(CNS(C)(=O)=O)n2-c2ccc(C)cc2)c1,0,6
COc1ccc(C(C[N+](=O)[O-])C2(c3ccc(OC)c(OC)c3)C(=O)c3ccccc3C2=O)cc1 (configuration not stated),3,9
O=[N+]([O-])c1cccc(CON=Cc2cc(Cl)ccc2O)c1,-3,17
COc1ccc(/C=C2/CCCc3ccccc3C2=O)cc1,1,10
Cc1ccc2c(c1)[nH]c1c(=O)n(CCN3CCNCC3)cnc12,-4,-8
CC(C)(C)OC(=O)CC(S(=O)(=O)c1ccccc1)S(=O)(=O)c1ccccc1,2,5
Cc1cccc(C)c1NC(=O)c1ccc2sc([C@H]3C[C@H](O)[C@@H](CO)O3)nc2c1,-1,4
CC(C)(C)n1nnnc1C(c1ccccc1)N1CCN(c2ncc(C(F)(F)F)cc2Cl)CC1 (configuration not stated),1,3
CC(C)C[C@H]1CN(CCCC[C@@H]2CNC(=O)C(=O)N2Cc2ccccc2)C(=O)C(=O)N1CC1CCCCC1,1,10
COc1ccc(CSC(=S)NNc2ccccc2)cc1,1,10
CCCCC(c1nc2ccccc2[nH]1)n1c(-c2ccccc2)nc2cc(C)c(C)cc21 (configuration not stated),2,-4
O=C(NC1CCCCC1)c1[nH]c(C(F)(F)F)nc1-c1ccccc1,-1,17
OC(Cc1cccc(Br)c1)c1ncc(-c2ccccc2C(F)(F)F)[nH]1 (configuration not stated),1,-20
O=C1Cc2cc(S(=O)(=O)N3CCN(c4ccc(C(=O)O)cc4)CC3)ccc2N1,-1,-8
O=[N+]([O-])c1ccc(/C=N/N=C/c2ccc([N+](=O)[O-])o2)o1,-30,37
O=C(/C=C/c1ccccc1)CCN1CCOCC1,1,7
CC1CCCC(NC(=O)c2cccc(S(=O)(=O)N3CCOCC3)c2)C1C (configuration not stated),3,6
CC(=O)Nc1c(Cl)c(Cl)c2c(c1Cl)Cc1cc(Cl)ccc1-2,14,18
C[C@H](NC(=O)c1[nH]cnc1C(=O)N[C@@H](C)CO)c1ccccc1,1,3
COc1ccccc1-c1cccc([C@@H]2C[C@H]3[C@H](CON3C)CN2S(=O)(=O)c2ccccc2C)c1,0,-2
O=C(NCCO)c1ccc(-c2ccc3nncn3c2)cc1,2,-1
NC(=O)c1ncn([C@@H]2O[C@H](CNCc3ccccc3OCc3ccc(Cl)cc3Cl)[C@@H](O)[C@H]2O)n1,-6,-4
Cc1cccc(C)c1NC(=O)C1(C)CSCC(=O)N1Cc1cccs1 (configuration not stated),-1,29
O=c1[nH]c2cc3c(cc2cc1CN(CCc1ccccc1)C(=S)NCCCN1CCOCC1)OCCO3,-1,-338
CCCC(C)(C)C(=O)N1CCC1(C)C(=O)NS(=O)(=O)c1ccc(Br)cc1 (configuration not stated),0,5
Cc1c(C(=O)N2CCC(C)(C(=O)NS(=O)(=O)C3CC3)C2)oc2ccccc12 (configuration not stated),-2,19
COC(=O)c1cn(CC(C)n2c(=O)c3ccccc3n2Cc2cc(C(C)C)no2)nn1 (configuration not stated),1,-381
O=C(Cn1ncc(Cl)c(Cl)c1=O)c1ccc(Cl)cc1,3,18
CCN1CCN(C(CCc2ccccc2)C(=O)NC2CCCCC2)CC1 (configuration not stated),4,14
CCN1CCN(c2ncc3c(n2)CC(c2cc(OC)c(OC)c(OC)c2)CC3=O)CC1 (configuration not stated),2,15
CCOc1ccc2c(c1)C(=NNC(=O)c1ccccn1)c1cc(OCC)ccc1-2,-1,12
O=C1[C@H]2[C@@H](c3ccccc3)N[C@]3(CCCN(Cc4ccc(F)cc4)C3=O)[C@H]2C(=O)N1Cc1ccccc1,0,-1
CC(=O)N1CCCC(C)(C(=O)Nc2ccc3oc(C)nc3c2)C1 (configuration not stated),2,4
O=S(=O)(NC(CO)Cc1ccccc1)c1ccc(Br)cc1F (configuration not stated),0,10
CCCCCCCCN1C(=O)[C@H](CC(=O)N2CCCC2)C[C@@]2(C(=O)OCC)CCCC=C12,1,16
CCCCCC(O)CCCC(=O)O (configuration not stated),1,14
CC(C)NC(=O)c1cc(C2CCCCN2C(=O)c2ccccc2)on1 (configuration not stated),1,10
